Source: PubChem BioAssay
PglD DTNB: C. jejuni PglD acetyltransferase inhibitors, primary screen, biochemical, DTNB colorimetric, single point; UDP-N-acetylbacillosamine N-acetyltransferase PglD (Campylobacter jejuni); purified PglD enzyme, DTNB colorimetric CoA detection; inhibition, % at 12.5 µM; hit rate 0.098% among 360,000; in the data active means inhibition above about 16%, passing the limit was not always enough; further: strong numbers were not always called active
C2C12 statin: suppressors of statin myotoxicity in C2C12 myotubes, primary screen, cell-based, single point, plate reader. rescue of ATP level, % at 7.49 µM. hit rate 0.78% among 330,000. C2C12 myotubes + simvastatin, ATP luminescence, 48 h; scaled: DMSO 0, geranylgeraniol control 100;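 active means mean ATP rescue above about 67%, or every replicate alone reaching that limit, limit read from the data, passing the limit was not always enough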;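 further: myotubes were challenged with 10 µM simvastatin during compound exposure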
F508del corr: F508del CFTR correction, initial screen, CFBE line, single point; CFBE cells, YFP halide quenching; stimulated with forskolin plus potentiator P3; % fluorescence drop versus neutral controls; activity (quench increase), % at 7.58 µM; hit rate 0.36% among 350,000;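 active means mean added fluorescence quench of at least 8% versus neutral control, with both replicates also reaching 8%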;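 further: cells transiently co-express mutant CFTR-F508del with the halide-sensitive YFP; corrector assay measuring rescue of mutant channel to the surface after 24 h compound exposure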
miR122 inh: miR-122 Renilla sensor signal increase in Huh7, primary screen, miR-122 inhibitor project, cell-based, single point, plate reader; activation (reporter increase), % at 12.5 µM; Huh7 miR-122 Renilla luciferase sensor, 48 h; neutral wells = 0, positive control = 100; hit rate 0.3% among 340,000;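 active means mean replicate activation score at least 90 and every replicate individually at or above 90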;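 further: higher luciferase means less miR-122 activity so hits act as miR-122 inhibitors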
Cneo AK release: Cryptococcus neoformans cell lysis inducers, primary screen, AK release luminescence, single concentration; hit rate 0.2% among 360,000; C. neoformans lysis, adenylate kinase release luminescence, 4 h; normalised: neutral wells 0, clomiphene wells 100; lysis activity, % at 15 µM;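 active means mean lysis activity across replicates of at least 80%, whatever share of replicates individually reach that level; inactive means mean lysis activity below 80%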
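Material – Cryptococcus neoformans yeast cells · Quantity – 5 × 10^6 yeast cells/mL · Buffer or medium – YPD medium · Compound – single dose · Timing – 4 h static compound exposure, 37 °C, read 1 h post-reagent · Signal – adenylate kinase release luminescence · Read-out basis – lysis from increased AK signal · Benchmarks – Clomiphene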
GSIS activator: GLuc luminescence reporter in INS-1E cells, primary screen for activators of glucose-dependent secretion of insulin | INS-1E GLuc reporter insulin secretion, 2-3 h | activation, % at 16.6 µM | hit rate 0.61% among 370,000 | AID 743287, 2014;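 active means lowest replicate activation of at least 40%, so every replicate reaches that level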;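 further: 0% = median of neutral control wells and 100% = median of IBMX positive control wells; some compounds called inactive have numbers as strong as hits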
FN deposit inh: inhibitors of fibronectin matrix deposition, primary screen, AH1F cells, Alexa488-fibronectin fluorescence, plate reader; AH1F fibroblasts, overnight; inhibition, % at 12.6 µM; hit rate 0.086% among 350,000;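 active means mean inhibition across replicates of 30% or more, regardless of how many single replicates reach that level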;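 further: positive control wells lacked labelled fibronectin entirely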
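Material: AH1F fibroblasts assembling fluorescent fibronectin matrix; amount: 10000 AH1F cells/well; medium: DMEM, 2% serum; reagent: Alexa488-fibronectin, 24 nM final in well; dosing: single compound dose, delivered by pin transfer; incubation: 1 h adhesion, overnight exposure; detection: fluorescence after three HBSS washes, excitation 485 nm, emission 525 nm; measure: fibronectin deposition inhibition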
PGC1a acetyl inh: inhibitors of PGC1a acetylation signal, primary screen, cell-based, U2OS, AlphaScreen, inhibitor mode. AlphaScreen anti-acetyl-lysine; with virally co-expressed GCN5 acetyltransferase. inhibition, % at 15.6 µM. hit rate 0.17% among 350,000;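 active means every replicate shows inhibition of at least 40%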;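 further: 0% = neutral control wells and 100% = positive control wells; some results beyond the cut were filed as inactive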
An asterisk follows results filed as active; x = not tested or not shown; & = joins results of further samples; [ ] = remark or other dose.

The line under a structure holds: PglD DTNB, C2C12 statin, F508del corr, miR122 inh, Cneo AK release, GSIS activator, FN deposit inh, PGC1a acetyl inh
CCCCC1=CC2=C(c3ccco3)C(=O)C(C)(OC(=O)c3ccc(OC)cc3)C(=O)C2=CN1c1ccccc1 (stereo not drawn)
→ -5, 12, x, 2, -2, x, x, 8
CCSc1nnc(CNC(=O)C23CC4CC(CC(C4)C2)C3)n1Cc1ccccc1
→ 2, x, x, 6, -1, x, -4, -9
CC=Cc1ccc2n(c1=O)C[C@H]1[C@H](CO)[C@@H](C(=O)N3CCC(Cc4ccccc4)CC3)N(C)[C@@H]21 (mixture of isomers)
→ 15, -14, x, x, 0, -10, x, x
COc1ccc(NC(=O)C2C3CCC(O3)C2C(=O)O)cc1OC (stereo not drawn)
→ 1, 27, 2.5, -2, 0, -26, -1, x
O=C(c1ccc(Cl)cc1Cl)N1CCc2ccccc21
→ 1, 13, 1.6, -2, -1, -4, 0, x
O=C(Cc1cccs1)N(Cc1cccs1)C1(C(=O)NC2CCCCC2)CCCCC1
→ -5, -63, x, 3, 3, x, -3, -3
O=C(C[C@@H]1CC[C@@H]2[C@H](COC[C@@H](O)CN2C(=O)c2cccnc2)O1)NCc1ccccc1
→ -1, 1, 0.5, 4[16.7 µM], 1, 6, 3, 0
CCn1cc(-c2ccnc3cc(C(=O)O)nn23)c(C)n1
→ 1, -7, 0.1, -9, 0, 14, 2, -7
O=C(CNC(=O)c1ccc(Br)cc1)NC1=NCCS1
→ -7, -8, -4.5, x, 1, 8, -1, x
CC(=O)N1CC=CC1(C)C(=O)O (stereo not drawn)
→ -2, 3, -0.2, 5, 2, -1, -16, 4
Cc1nn(C(C)(C)C)c(OC(=O)c2cccs2)c1S(=O)(=O)c1ccccc1
→ -10, -9, x, 1, -1, -38, -10, -9
COCC(=O)N1CCC(Oc2ccc(C(=O)NCCCC3CCCC3)cc2)CC1
→ 0, 21, -1.4, -1, -1, -10, 5, x
CCCCSc1cc(C)nc2ncnn12
→ 3, 7, x, -1, 1, 28, x, -26
O=C(CCC(=O)OCc1ccc(C(=O)Oc2ccc(Cl)cc2)cc1)Nc1ccccc1
→ 4, -2, x, -2, -1, -13, 2, 2
Cc1noc(C)c1NC(=O)N(C)C[C@H]1Oc2ccc(NS(=O)(=O)c3cn(C)cn3)cc2CC(=O)N([C@H](C)CO)C[C@@H]1C
→ -1, 3, 0.8, -6[16.7 µM], 2, 1, -8, 4
Cc1cc(C(=O)N2CCN(c3ccccn3)CC2)c(C)o1
→ -4, 28, 1.0, 2, -1, -12, x, -64
COc1cc(CN2CCN(C(=O)CC(C)C)CC2)c([N+](=O)[O-])cc1OC
→ 1, 6, 3.8, 1, 3, -4, 7, 11
CC[C@]1(C(=O)OC)[C@H]2C(=O)N(C)C(=O)[C@H]2[C@H]2CN=C(SCc3ccc(C(=O)OC)cc3)N21
→ 12, -4, 0.2, -1, 5, -6, -7, 8
CN(C)C(=O)[C@@H]1[C@@H](CO)[C@@H]2Cn3c(ccc(-c4ccncc4)c3=O)[C@H]1N2CC1CCCC1
→ 2, 16, -1.2, -2[16.7 µM], 0, 4, x, x
Cc1noc(C)c1NC(=O)N(C)C[C@H]1Oc2ccc(NS(=O)(=O)c3c(C)noc3C)cc2C(=O)N([C@H](C)CO)C[C@@H]1C
→ 3, -6, 0.2&0.0, -1, 5, 17&-1, -9, 7
CC(C)c1ccc(-c2c(C#N)c(N)nc(SCC(=O)N3CCCCC3)c2C#N)cc1
→ 3, -8, x, 5, 2, x, 2, -3
O=C(NN=Cc1ccc([N+](=O)[O-])cc1)C1CC1
→ 0, -2, 2.4, -7, 0, 2, 3, 2
Cc1nc2ccccc2c(=O)n1NC(=O)c1cccc(Cl)c1
→ 1, 14, -2.9, -1, 0, 9, -8, 4
O=C(C[C@H]1C[C@H]2c3cc(NC(=O)Nc4ccc(C(F)(F)F)cc4)ccc3O[C@H]2[C@H](CO)O1)NCc1ccc2c(c1)OCO2
→ 1, 7, 2.2, 6[16.7 µM], -5, -12, -1, -14
COc1ccc(C(=O)N(C)Cc2ccc(C)o2)cc1OC1CCN(C(C)C)CC1
→ 0, 3, -2.2, 1, 0, 10, -6, x
O=C(CSc1nc2ccc([N+](=O)[O-])cc2s1)NCC1CCCO1 (stereo not drawn)
→ 0, 11, -1.8, -7, -4, 5, 3, -11
COc1ccc(NC(=O)N(C)C[C@@H]2Oc3c(NC(=O)c4nc5ccccc5s4)cccc3C(=O)N([C@H](C)CO)C[C@H]2C)cc1
→ 1, x, -2.4, -1[16.7 µM], -5, 1, 8, -3
CCCNC(=O)[C@@H]1[C@@H](CO)[C@@H]2Cn3c(ccc(C4=CCCC4)c3=O)[C@@H]2N1CCC(F)(F)F
→ 1, -23, -1.1, 5[16.7 µM], 1, 4, x, x
COc1ccc(NC(=O)N(C)C[C@H]2OCCCC[C@H](C)Oc3ccc(NC(=O)C4CCCCC4)cc3C(=O)N([C@H](C)CO)C[C@@H]2C)cc1
→ 4, x, 0.9, 7[16.7 µM], -2, 0, x, -10
O=C1C2Sc3[nH]c(=O)sc3C(c3cc([N+](=O)[O-])ccc3O)C2C(=O)N1c1ccccc1 (stereo not drawn)
→ -3, 8, 1.2, -10, 1, 15, 1, 1
Cc1ccc(S(=O)(=O)N2CCN(C(=O)N3CCCC3)CC2)cc1
→ 2, 5, -0.3, -4, -3, -3, 2, x
C[C@H]1CN([C@@H](C)CO)C(=O)c2cc(NS(=O)(=O)c3cn(C)cn3)ccc2O[C@@H]1CN(C)Cc1ccc(Oc2ccccc2)cc1
→ 4, 64, -5.6, -4[16.7 µM], 3, 8, x, -7
CCOC(=O)N1CCN(c2ncnc3c2oc2nc(C(C)C)c4c(c23)CCC4)CC1
→ 2, 5, x, 207*, -4, x, 11, x
COCC(=O)Nc1ccc2c(c1)C(=O)N(C)[C@@H]1CC[C@@H](CC(=O)O)O[C@H]1CO2
→ 0, -29, 2.1, 25[16.7 µM], -1, 15, 8, 4
O=C(NNC(=O)c1csc(-c2cccs2)n1)c1ccc(Cl)cc1
→ 1&3, -1, 1.5, 2, 5, -19, x, 14
Cc1nc2ccccc2c(=O)n1CC(=O)N1CCOCC1
→ -2, x, x, -8, 6, x, -2, -5
CCOc1ccc(CCNC(=O)CN2CCN(Cc3ccccc3C)C2=O)cc1OCC
→ -3, 38, x, -3, 0, x, x, 1
COc1ccc(/C(=N/OC(C)=O)c2nccc3cc(OC)c(OC)cc23)cc1OC
→ 5, 16, -0.6, 1, 3, 3, -6, 5
C[C@@H]1O[C@@H](O[C@H]2[C@H](Oc3cc(O)c4c(c3)O[C@H](c3ccc(O)cc3)CC4=O)O[C@H](CO)[C@@H](O)[C@@H]2O)[C@H](O)[C@H](O)[C@H]1O
→ -3, 8, -1.2, -5, 1, x, 4, 4
O=C(Cc1ccc(F)cc1)NCCS(=O)(=O)N1CCN(c2ccccc2)CC1
→ 7, 8, 0.7, x, 0, 6, 1, x

Part of the list above, as labelled records.
O=C(CNC(=O)c1ccc(Br)cc1)NC1=NCCS1
  PglD DTNB = -7	C2C12 statin = -8	F508del corr = -4.5	miR122 inh = x	Cneo AK release = 1	GSIS activator = 8	FN deposit inh = -1	PGC1a acetyl inh = x
CN(C)C(=O)[C@@H]1[C@@H](CO)[C@@H]2Cn3c(ccc(-c4ccncc4)c3=O)[C@H]1N2CC1CCCC1
  PglD DTNB = 2	C2C12 statin = 16	F508del corr = -1.2	miR122 inh = -2[16.7 µM]	Cneo AK release = 0	GSIS activator = 4	FN deposit inh = x	PGC1a acetyl inh = x

(listing goes on)
The line under a structure holds: PglD DTNB, C2C12 statin, F508del corr, miR122 inh, Cneo AK release, GSIS activator, FN deposit inh, PGC1a acetyl inh
Cc1ccc(N(C)C(=O)CCS(=O)(=O)c2ccc3c(c2)oc(=O)n3C)cc1
→ -3, 10, 0.7, -2, -1, -2, 21, 7
Cc1cc(F)ccc1-c1cc(C(=O)NCc2cc(C(F)(F)F)cc(C(F)(F)F)c2)[nH]n1
→ -2, -15, 0.4, 4, -1, 7, 12, -2
COCCOC(=O)C(C#N)c1nc2ccccc2nc1N1CCCC1 (stereo not drawn)
→ -7, 28, x, -4, 2, x, x, -20
Cc1ccc2nc(C)cc(N/N=C/c3cccc(O)c3)c2c1
→ 8, 5, 0.8, 0, -1, 14, 1, -19
Cc1cc(C)nc(N/N=C/c2ccc([N+](=O)[O-])o2)n1
→ 4, 16, -2.6, -6, 0, 1, -1, x
C=CCc1ccc(OCC(O)CN2CCCCC2C)c(OC)c1 (stereo not drawn)
→ -3, x, x, 2, 2, 15, x, -6
CO[C@@H](C(=O)N(C)C[C@@H]1OCc2ccccc2-c2c(n(C)c3ccccc23)C(=O)N([C@H](C)CO)C[C@H]1C)c1ccccc1
→ x, -5, -0.1, x, x, -5, 5, 0
CC(C)NC(=O)N(C)C[C@@H]1Oc2cc(C#Cc3cccc(F)c3)ccc2S(=O)(=O)N([C@@H](C)CO)C[C@@H]1C
→ 1, 43, 1.8, 8[16.7 µM], -3, -12, 2, 12
O=C(NNC(=O)C1CC(=O)N(c2ccc3c(c2)OCCO3)C1)c1ccc(F)cc1 (stereo not drawn)
→ -3, -2, 0.2, x, 3, 1, -13, x
CC(C)(C)CN1CCN(CC#Cc2ccccc2)CC1CCO (stereo not drawn)
→ -3, -1, -0.5, 28, 2, 2, -5, x
C[C@H](CO)N1C[C@H](C)[C@H](CN(C)C)Oc2c(NC(=O)Nc3ccc(F)cc3)cccc2C1=O
→ -5, 2, 0.8, -2[16.7 µM], -5, -1, -10, 3
CC(C)NC(=O)N(C)C[C@@H]1OCCCC[C@@H](C)Oc2ccc(NS(=O)(=O)c3ccc(Cl)cc3)cc2C(=O)N([C@@H](C)CO)C[C@H]1C
→ -4, x, 0.2, -7[16.7 µM], -1, -8, 1, -7
CCCCNC(=O)C1(C)CCCCN1CC(=O)c1ccc(OC)cc1 (stereo not drawn)
→ 10, 9, -2.4, x, 2, -9, -7, x
COCC(=O)N(c1ccc(C(C)C)cc1)C1C=CS(=O)(=O)C1 (stereo not drawn)
→ -2, 6, -3.1, 6, 1, x, x, 0
CNC(=O)c1ccccc1Sc1ccccc1CO
→ 0, x, 0.2, -6, -7, x, 6, 1
Cc1nnc(NC(=O)CSc2nnc(Cc3ccccc3)n2-c2ccccc2)s1
→ -3, -6, x, -1, -2, x, x, 7
